# FXIIa inh = inhibitors of human coagulation factor XIIa; purified human FXIIa, AMC substrate fluorescence, 2 h; inhibition, % at 10 µM; hit rate 0.2% among 33,000; AID 701; in the data active = inhibition above about 30%;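 note: 0% = enzyme with vehicle only and 100% = no enzyme blank; many of its hits are not listed in these tables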
# Target sequence (P00748 20-372 limits assumed): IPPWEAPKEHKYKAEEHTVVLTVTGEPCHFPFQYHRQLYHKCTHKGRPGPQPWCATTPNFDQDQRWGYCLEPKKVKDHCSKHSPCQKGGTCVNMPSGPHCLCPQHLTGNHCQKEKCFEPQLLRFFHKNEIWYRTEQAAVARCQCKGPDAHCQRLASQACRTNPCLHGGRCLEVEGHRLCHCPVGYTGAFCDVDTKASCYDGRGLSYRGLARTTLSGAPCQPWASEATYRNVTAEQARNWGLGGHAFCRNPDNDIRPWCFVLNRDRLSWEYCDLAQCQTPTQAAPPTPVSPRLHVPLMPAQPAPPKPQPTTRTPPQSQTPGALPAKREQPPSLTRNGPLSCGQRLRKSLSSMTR
# Target sequence (P00748 373-615 limits assumed): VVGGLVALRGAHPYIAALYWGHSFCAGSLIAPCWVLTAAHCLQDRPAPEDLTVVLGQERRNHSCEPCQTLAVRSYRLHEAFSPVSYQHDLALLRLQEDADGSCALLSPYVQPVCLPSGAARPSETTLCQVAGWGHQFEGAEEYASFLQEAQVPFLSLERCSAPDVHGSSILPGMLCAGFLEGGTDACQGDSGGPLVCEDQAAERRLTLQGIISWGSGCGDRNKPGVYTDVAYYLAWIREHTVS
# FXIa inh = blocks human coagulation factor XIa activity; purified human FXIa, fluorogenic AMC substrate cleavage; inhibition, % at 10 µM; hit rate 0.3% among 33,000;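 active = inhibition above 40% in the primary screen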;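 note: 0% = enzyme without compound and 100% = blank wells lacking enzyme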
# Active calls of the source: *. The list is partial, so the mix of outcomes need not match the whole.
# Start of the data: the first 6 compounds (preview)
SMILES,FXIIa inh,FXIa inh
CNc1ccc(Br)cc(C(=O)/C=C/c2cc(OC)ccc2OC)c1=O,-12,11
N#Cc1nc(COc2ccc(F)cc2)oc1NCCN1CCOCC1,3,4
Cc1cccc(N2C(=S)N=C(Nc3c(C)cccc3C)C23CCOC(C)(C)C3)c1 (stereo not given),6,3
Cc1ccc(CN(C#N)c2nc(C)cc(C)n2)cc1,6,-2
CC(C)C(=O)c1cn(CC(=O)NCC2CCCO2)c2ccccc12 (stereo not given),6,-6
O=C(NCCNS(=O)(=O)c1ccccc1)N1CCOCC1,4,22

# The whole of this part, previewed entries included:
SMILES,FXIIa inh,FXIa inh
CNc1ccc(Br)cc(C(=O)/C=C/c2cc(OC)ccc2OC)c1=O,-12,11
N#Cc1nc(COc2ccc(F)cc2)oc1NCCN1CCOCC1,3,4
Cc1cccc(N2C(=S)N=C(Nc3c(C)cccc3C)C23CCOC(C)(C)C3)c1 (stereo not given),6,3
Cc1ccc(CN(C#N)c2nc(C)cc(C)n2)cc1,6,-2
CC(C)C(=O)c1cn(CC(=O)NCC2CCCO2)c2ccccc12 (stereo not given),6,-6
O=C(NCCNS(=O)(=O)c1ccccc1)N1CCOCC1,4,22
COC(=O)/C(C#N)=C1/C=Cc2ccccc2N1C,6,-2
Cc1cccc(-n2c(SCC(=O)N3CCCC3)nc3n[nH]c(C)c3c2=N)c1,9,0
CC1(C)CC(=O)C2=C(C1)OC1=C(C(=O)CC(C)(C)C1)C2c1ccccc1,-13,15
CCSc1ncnc2sc3c(c12)CCC3,5,8
COC(=O)c1cccc(C(=O)Nc2ccc(F)cc2)n1,3,8
CC(CC(=O)NCc1cccnc1)c1ccccc1 (stereo not given),7,0
Cc1nc2ncnn2c(C)c1Cc1c(Cl)cccc1Cl,9,4
CCOC(=O)c1[nH]c(=O)[nH]c1CSCCO,3,5
Cc1sc2ncn(CC(=O)NCCc3ccccc3)c(=O)c2c1C,-1,1
Cc1c(CN(C)C(=O)c2sc3cc(Cl)ccc3c2Cl)cnn1C,5,-5
CCN(CC)c1ccc(C(=O)Nc2cccc(F)c2)cc1,-3,-1
Cc1ccc(Cn2c(SCC(=O)NCC3CCCO3)nc3c(sc4ccccc43)c2=O)cc1 (stereo not given),5,4
Cc1ccccc1Cn1nc(C)c(NC(=O)c2noc3c2CCCC3)c1C,3,-1
CCCCC1CC(CSC(=N)N)OC1=O (stereo not given),8,0
CC(C)CNS(=O)(=O)c1ccc(CCC(=O)NCc2ccco2)cc1,4,4
CCCCOC(=O)C1=C(C)Nc2nnnn2C1c1ccccc1Cl (stereo not given),-3,-2
CCn1c(C)c(/C=N/Nc2nc3ccccc3s2)c2ccccc21,-15,31
Cc1ccc(S(=O)(=O)N2CCCCC2)cc1C(=O)Nc1ccc(N2CCOCC2)cc1,4,1
Cc1ccc(C2C(=O)N(C3CCCC3)CC(=O)N2C2CCCCC2)cc1 (stereo not given),9,0
CCOC(=O)CCCSc1nc2sc3c(c2c(=O)[nH]1)CCC3,3,9
CCNC(=O)CN(CCc1ccccc1)S(=O)(=O)c1ccc(OC)cc1,3,23
Cc1ccn(C(=O)c2ccc(NC(=O)C3CCCCC3)cc2)n1,11,1
COc1cccc(C(=O)Nc2ccc(N3CCN(S(C)(=O)=O)CC3)cc2)c1,-1,0
Cc1ccc(N2C(=O)c3ccccc3C2Nc2ccc(S(=O)(=O)N3CCOCC3)cc2)nc1 (stereo not given),5,-4
CCOC(=O)c1cc(NC(=O)c2cnccn2)cc(C(=O)OCC)c1,-15,1
Cc1cc(NC(=O)c2cccs2)n(-c2ccccc2)n1,7,4
Cc1ccc(/C=N/NC(=O)Cn2nc(C)c(Br)c2C)o1,5,1
O=C(c1ccco1)N1CCN(c2nc(-c3ccc(F)cc3)cs2)CC1,6,33
CCCC1(c2ccccc2)NC(=O)N(CC(=O)Nc2sc(-c3ccccc3)cc2C(=O)OCC)C1=O (stereo not given),-12,1
O=C(Cn1c(=O)n(CC2CCCO2)c(=O)c2ccccc21)c1ccc(Cl)c(Cl)c1 (stereo not given),1,-5
CCCN(CCC)C(=O)Cn1c(=O)n(CCC(=O)NCCc2ccccc2)c(=O)c2ccccc21,5,1
COc1cccc(CN(Cc2ccco2)S(=O)(=O)c2ccc(S(=O)(=O)NCc3ccccc3)cc2)c1OC,5,5
COc1ccc(Cc2nc(-c3cccc(C)c3)no2)cc1,3,7
COc1ccc2[nH]c(C)c(CCN(Cc3cccs3)C(=S)Nc3ccccc3)c2c1,3,6
CC1CC(C)CN(C(=O)c2ccccc2Nc2ccc(SC(F)F)cc2)C1 (stereo not given),7,-7
CC(C)CNC(=O)COc1ncnc2ccccc12,4,7
CC1CCc2c(nc3ncnn3c2N2CCN(c3ccccc3)CC2)C1 (stereo not given),5,10
CC(C)CN1C(=O)C(=O)N(CC(=O)NCc2ccc3c(c2)OCO3)C1=O,5,-9
CCOC(=O)CN(C(=O)CSc1nnc(CNc2ccc(F)cc2)n1CC)c1ccc(F)cc1,3,6
COc1ccc(C(=O)COC(=O)CNC(=O)C2CCCCC2)c(OC)c1,8,5
COc1ccc(S(=O)(=O)N(CC(C)C)CC(C)C)c2cccnc12,9,3
Cc1cccc(N2C(=O)C(Cl)=C(Nc3c(C)n(C)n(-c4ccccc4)c3=O)C2=O)c1C,4,-12
CCOc1ccc(C2=CS/C(=C(\C#N)c3nnc4n3CCCCC4)N2CC)cc1,8,9
Cc1ccc(C(=O)Nc2cccc(C(=O)O)c2)cc1S(=O)(=O)N1CCOCC1,-14,15
Cc1oc(CC(C)C)cc1C(=O)Nc1cccc2ccccc12,0,-15
Cc1cccc(NC(=O)CSc2nnc(-c3ccco3)o2)c1,7,0
Cc1ccc(C(=O)Oc2csc(=S)n2C(=O)c2ccc(C)cc2)cc1,-4,5
CC(C)c1ccc(NC(=O)C(c2ccccc2)N2CCC3(CC2)OCCO3)cc1 (stereo not given),-1,3
CC(C)(C)C(=O)/C(=C\c1ccc([N+](=O)[O-])cc1)n1cncn1,5,0
COC(=O)c1ccccc1NC(=O)NC1CCN(Cc2ccccc2)CC1,9,0
CCC1CCCCN1Cc1ccc(OC)c(C)c1C (stereo not given),4,0
Cc1c(NC(=O)CSc2nc3ccc(Cl)cc3[nH]2)c(=O)n(-c2ccccc2)n1C,5,21
COc1ccc(N(CC(O)CN2C(=O)NC(C)(C)C2=O)S(=O)(=O)c2ccccc2)cc1 (stereo not given),1,0
C=CCN(c1ccccc1)S(=O)(=O)c1cccc(C(=O)O)c1,7,5

# One compound at a time, as listed above. Screens in order: FXIIa inh, FXIa inh
# `CCOc1ccc(C2=CS/C(=C(\C#N)c3nnc4n3CCCCC4)N2CC)cc1` as listed: 8, 9
# `Cc1oc(CC(C)C)cc1C(=O)Nc1cccc2ccccc12` as listed: 0, -15
# `COC(=O)c1ccccc1NC(=O)NC1CCN(Cc2ccccc2)CC1` as listed: 9, 0
# `CC(C)c1ccc(NC(=O)C(c2ccccc2)N2CCC3(CC2)OCCO3)cc1` (stereo not given) as listed: -1, 3
# `COc1ccc(N(CC(O)CN2C(=O)NC(C)(C)C2=O)S(=O)(=O)c2ccccc2)cc1` (stereo not given) as listed: 1, 0

# For reference, 7 of the compounds above.
SMILES,FXIIa inh,FXIa inh
Cc1cccc(NC(=O)CSc2nnc(-c3ccco3)o2)c1,7,0
Cc1ccc(C(=O)Oc2csc(=S)n2C(=O)c2ccc(C)cc2)cc1,-4,5
CC(C)c1ccc(NC(=O)C(c2ccccc2)N2CCC3(CC2)OCCO3)cc1 (stereo not given),-1,3
CC(C)(C)C(=O)/C(=C\c1ccc([N+](=O)[O-])cc1)n1cncn1,5,0
COC(=O)c1ccccc1NC(=O)NC1CCN(Cc2ccccc2)CC1,9,0
CCC1CCCCN1Cc1ccc(OC)c(C)c1C (stereo not given),4,0
Cc1c(NC(=O)CSc2nc3ccc(Cl)cc3[nH]2)c(=O)n(-c2ccccc2)n1C,5,21

# Further entries.
SMILES,FXIIa inh,FXIa inh
Oc1ccc(-c2nc3ncccn3c2Nc2ccc3c(c2)OCCO3)cc1,4,3
COCC(C)n1c(C)cc(C(=O)CSc2nnc(Nc3ccccc3F)s2)c1C (stereo not given),10,3
COc1ccc(NC(=O)c2ccccc2NC(=O)COc2ccccc2)cc1,18,-2
O=C(NCC(c1cccs1)N1CCOCC1)c1ccco1 (stereo not given),5,-4
Cc1ccc(N2C(N)=C(C#N)C(c3ccsc3)C3=C2CC(C)(C)CC3=O)cc1 (stereo not given),2,-19
CN1CCN(CCCCC(=O)c2ccccc2)CC1,3,7
CCCC1Cc2c(sc3ncnc(N)c23)CO1 (stereo not given),-8,1
Cc1nc(C)c(-c2csc(NCc3ccccc3)n2)s1,1,2
Cc1cccc(NCN2C(=O)C3C4C=CC(C4)C3C2=O)c1 (stereo not given),-12,31
Cc1cccc(-c2oc(C)c(C)[n+]2[O-])c1,0,-3
Cc1[nH]nc(N=CC2=C(O)CC(c3ccco3)CC2=O)c1-c1ccc(Cl)cc1 (stereo not given),4,0
CC1CC(N(C(=O)c2ccco2)c2ccccc2)c2ccccc2N1C(=O)c1ccco1 (stereo not given),-4,-1
O=C(Nc1cccn2ncnc12)C(Cl)Cl,6,6
CCCc1cc(-c2n[nH]c(C)c2-c2ccc(C(=O)OCC)o2)c(O)cc1O,-23,0
COc1ccc(Cl)cc1NC(=S)NCc1ccco1,4,-1
O=C(NCc1ccco1)c1ccccc1Nc1ccc(F)cc1,4,-1
CN(C)c1ccc(/C=c2\sc3n(c2=O)CCCN=3)cc1,2,-2
Cc1c(C=O)c2ccccn2c1C(=O)c1ccncc1,11,-4
CCOc1ccc(NC(=O)CSc2nnc(CCNC(=O)c3ccc(OC)cc3)n2C)cc1,-1,-3
COc1ccc(CN2CCCCC2C)cc1OC (stereo not given),7,11
Cc1cccc(OCCn2c(-c3ccco3)nc3ccccc32)c1,4,4
O=C(NC1CCCCC1)c1ccc(COCC(F)(F)F)o1,3,-10
O=C(CN(C1CCCCC1)S(=O)(=O)c1ccccc1)NCc1ccco1,8,4
COc1ccc(C)cc1NC(=O)CCCN1C(=O)CCC1=O,5,19
CC(=O)C1=C(C)Nc2ncnn2C1c1ccccc1OCc1ccccc1 (stereo not given),2,2
COc1ccc2c(c1)CCCN2C(N)=O,1,-2
c1ccc(-n2cnnc2SCc2cn3ccsc3n2)cc1,3,0
CCCOc1nc2c(c(=O)n(C)c(=O)n2C)n1Cc1cccc2ccccc12,4,-2
O=C(Nc1ccc(N2CCOCC2)cc1)c1ccc(Cl)nc1,7,-1
Cc1nc2ccc(NC(=O)N3CCOCC3)cc2s1,5,-3
O=[N+]([O-])c1ccc(O)c(NC(=S)Nc2ccccc2)c1,5,-6
CC(C)(Oc1ccc(CCNC(=O)c2ccc(Cl)cc2)cc1)C(=O)O,5,0
Cc1noc(NS(=O)(=O)c2ccc(N/C=C\C(=O)c3ccc4c(c3)OCO4)cc2)c1C,10,-3
Cc1nc(C)n(CC(O)COc2ccc3c(c2)CCC3)n1 (stereo not given),6,-1
O=C(NCCc1ccccc1)C(NS(=O)(=O)c1cccc2nsnc12)c1ccccc1 (stereo not given),2,3
COC(=O)CCC(=O)Nc1ccc(Cl)c(Cl)c1,4,-3
CCC1=C(OC(=O)c2ccccc2)C(C)(C)C(c2ccccc2)OC1=O (stereo not given),0,-3
Cn1c(C(=O)O)c(CC(=O)Nc2ccc3c(c2)OCCO3)c2ccccc21,3,0
C=CCn1c(-c2ccc(OC)cc2)csc1=Nc1c(C)n(C)n(-c2ccccc2)c1=O,5,-4
COc1ccc(C2C(C(C)=O)=C(O)C(=O)N2c2cccnc2)cc1OC (stereo not given),8,4
O=C(Nc1cccn(Cc2ccc(F)cc2)c1=O)NC1CCCCC1,8,-7
Cc1ccc(NC(=O)CCn2cccc2)cc1C,6,-5
Cc1ccc(O)c(C2=NNC(O)(C(F)(F)F)C2)c1 (stereo not given),-4,-6
CC1(C(=O)O)CCC(C(=O)Nc2ccccc2O)C1(C)C (stereo not given),-9,16
CCCn1nnc(NC(=O)c2ccc(F)cc2)n1,-17,18

# Pulled one by one from the entries so far, 2 records:
SMILES,FXIIa inh,FXIa inh
Cc1ccc(O)c(C2=NNC(O)(C(F)(F)F)C2)c1 (stereo not given),-4,-6
C=CCn1c(-c2ccc(OC)cc2)csc1=Nc1c(C)n(C)n(-c2ccccc2)c1=O,5,-4

# (next part)
SMILES,FXIIa inh,FXIa inh
CCCCNC(=O)NC1(C(F)(F)F)Oc2ccccc2O1,8,7
C[C@H](NS(=O)(=O)c1ccccc1F)C(=O)OCC(=O)N1CCc2ccccc21,4,1
Cc1ccccc1-c1nnc(-c2ccccc2C)o1,3,-1
CCN(CC)S(=O)(=O)c1ccc(-c2nnc(SCC(=O)Nc3ccc(OC)c(OC)c3)o2)cc1,5,-10
O=C(Nn1cnnc1)c1cc2c(s1)CCCCC2,4,6
Cc1ccc(C(O)P(=O)(OC2CCCCC2)OC2CCCCC2)cc1 (stereo not given),2,-7
COc1cccc(C2(O)CCN(C(=O)c3cccs3)CC2)c1,5,-2
CC1(C)C(=O)OC(c2ccco2)C(C)(C)C1=O (stereo not given),-14,14
CC1=C(/C=C/C(=O)O)C(C)(C)CCC1,0,-2
CS(=O)(=O)N(Cc1ccc(C(=O)NCCSCc2ccco2)cc1)c1ccccc1,3,-4
CCC(C(=O)Nc1cc(C)on1)c1ccccc1 (stereo not given),10,-5
CCOC(=O)c1[nH]nc(-c2c(O)cc(C)cc2O)c1-c1csc(C)n1,4,-6
C/C=C/C(=O)Nc1nnc(C(C)C)s1,4,9
CCOc1ccc(OCC)c(NC(=O)C2CCN(S(=O)(=O)c3cccnc3)CC2)c1,9,4

# Screening data (PubChem BioAssay)
